High-throughput results as filed in PubChem.
Gal4-VP16 FLuc: inhibits Gal4-VP16 luciferase reporter, ROR gamma counter-screen; Drosophila S2 Gal4-VP16 UAS-luciferase, luminescence, 20 h; Potency, µM (series often up to 53.6 µM), inactives show at the highest dose activity, negative = inhibition, hits mostly inhibitors; actives 3.5% (n = 310,000); AID 2546;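 further: Gal4-VP16 expression switched on by copper sulfate through the metallothionein promoter; on the % scale 0 is the no-effect control and ±100 the full control effect; nearly all actives have a fitted effect of over 50% in size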
MBNL1 CUG block: MBNL1-poly(CUG) RNA binding inhibition. actives 0.036% (n = 280,000). Q9NR56. Potency, µM (doses to about 57.5 µM), for inactives: at the top dose activity change, negative = inhibition, usual class: inhibitors. TR-FRET MBNL1-His/biotin-(CUG)12 binding, 665/545 ratio; active means well fitted inhibition curve with a large enough effect in the signal ratio, with a control signal flat, not every such curve was filed as active; inconclusive means small, poorly fitted or top-dose-only effect, or effect the other way, or a change in a side signal; inactive means no such curve, though single readings can be large or run the other way; the % refers to the signal ratio; further: on the % scale 0 is the no-effect control and ±100 the full control effect
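Compound titration spanned 92 nM–58 uM against the MBNL1-His/biotin-(CUG)12 complex. After 60 min at room temperature with 5 nM streptavidin-XL665 and 0.055 ng/ul terbium anti-His, ratiometric 665/545 nm emission (Ex 340 nm) normalized to controls.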
uPA generation: cell surface uPA generation inhibition; actives 0.31% (n = 330,000); AID 540303; cell surface uPA generation assay, qHTS; Potency, µM (series often up to 38.3 µM), without a hit: top-dose activity change, negative = inhibition, hits mostly inhibitors; active means well fitted inhibition curve with a large enough effect; inconclusive means small, poorly fitted or top-dose-only effect; inactive means no such curve, though single readings can be large or run the other way; tested in mouse RAW 264.7 cells; further: on the % scale 0 is the no-effect control and ±100 the full control effect; nearly all actives have a fitted effect of over 55% in size
BRCA1 expr up: activators of BRCA1 expression | MCF7-BRCA1-FFLuc reporter, luminescence, 48 h; response scale: scaled: vehicle 0%, 10 µM genistein 100% | Potency, µM (series often up to 46.1 µM), inactives show at the top dose activation, hits mostly activators | actives 1.1% (n = 380,000); further: nearly all actives have a fitted effect of over 80% in size; some results filed as inactive show a strong effect at the top dose
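MCF7-BRCA1-FFLuc cells, 2000/well in phenol-red-free MEM, attached 2 h then treated 48 h at 37 C. Luciferase luminescence read 15 min after reagent; normalized to genistein maximum activation (10microM) and DMSO, concentration-response fitted.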
p53 reactivator: mutant p53 re-activation in reporter cells; actives 0.063% (n = 320,000); AID 504706; Potency, µM (series often up to 92.2 µM), for inactives: at the top dose activity change, positive = activation, usual class: activators; H1299 p53-A138V BP100-luciferase reporter, luminescence, 24 h; further: % of control where 0% means no effect; nearly all actives have a fitted effect of over 45% in size
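H1299 (p53-null), stable ts p53-A138V + BP100-Luc; 1000 cells/well, Opti-MEM/10% FBS; cpd 4 pt, 1:5; 24 h, 37 deg C, 5% CO2; detection reagent 10 min RT; luminescence.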
ELG1 genotoxic: induces genotoxicity in HEK293T cells with luciferase-tagged ELG1. HEK293T ELG1-luciferase reporter, luminescence, 16 h. actives 1.3% (n = 330,000). Potency, µM (titrated, usually from 46 µM), inactives show at the highest dose activity change, positive = activation, hits mostly activators; further: % of control where 0% means no effect; nearly all actives have a fitted effect of over 60% in size
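Luminescence read-out: rising ELG1-luciferase signal, reflecting elevated ELG1 protein under genetic stress, flags genotoxic compounds. Cells were treated for 16 hr at 37 °C before ONE-Glo detection.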
RORgamma inh: ROR gamma (mouse) transcription inhibition; P51450; Drosophila S2 Gal4-RORgamma UAS-luciferase reporter, 20 h; Potency, µM (doses to about 53.6 µM), for the others: at the top dose activity change, negative = inhibition, actives largely listed as inhibitors; actives 5.4% (n = 310,000); further: on the % scale 0 is the no-effect control and ±100 the full control effect; nearly all actives have a fitted effect of over 60% in size
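In this cell-based reporter format, copper sulfate (700 uM final) drives Gal4–ROR gamma fusion expression from a metallothionein promoter in Drosophila Schneider cells; compounds preincubated 1 hr, reporter read after 20 hr at ambient temperature.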
Rab9 promoter act: Rab9 promoter activation; AID 485297; Huh7 Rab9 promoter-luciferase reporter, luminescence, 24 h; Potency, µM (series often up to 9.22 µM), inactives show top-dose activation, negative = inhibition, most hits filed as activators; actives 2.8% (n = 320,000); further: % of control where 0% means no effect; nearly all actives have a fitted effect of over 60% in size
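Steps: seed 1500 Huh7 Rab9-luc cells per well, rest 2 h at 37 °C; add compound in DMSO; incubate 24 h; add luciferase reagent, 10 min ambient; read luminescence.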
CXXC DNA block: MLL CXXC-DNA interaction inhibition. Q03164. MLL-CXXC / FITC-HOXA9 DNA fluorescence polarization. Potency, µM (titrated, usually from 115 µM), for inactives: top-dose activity change, negative = inhibition, most hits filed as inhibitors. actives 0.037% (n = 290,000); active means well fitted inhibition curve with a large enough effect in the polarisation, with a control signal flat, not every such curve was filed as active; inconclusive means small, poorly fitted or top-dose-only effect, or effect the other way, or a change in a side signal; inactive means no such curve, though single readings can be large or run the other way; the % refers to the polarisation
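Fluorescence polarization: 7 uM MLL-CXXC (stock) preincubated 5 min with compounds, then 50 nM fluorescein-HOX-A9 DNA (stock) added; 30 min ambient. Buffer 50 mM Tris-HCl pH 7.5, 50 mM NaCl, 1 mM DTT, 0.05% BSA.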
NPC1 promoter act: NPC1 promoter activation; AID 485313; Potency, µM (titrated, usually from 9.22 µM), for the others: at the highest dose activation, usual class: activators; Huh7 NPC1 promoter luciferase reporter, 24 h; actives 2.4% (n = 320,000);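 further: % of control where 0% means no effect; nearly all actives have a fitted effect of over 60% in size; reporter is driven by a mutant NPC1 promoter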
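Stably transfected Huh7 (NPC1 promoter→luciferase), 1500 cells/well in Opti-MEM + 10% FBS, 2 h settle, then compound 24 h at 37 °C. Luminescence after 10 min with Amplite reagent.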
FLuc counter: counter-screen for miR-21 project: firefly luciferase inhibitors or activators. P08659. purified FLuc, Km substrates, luminescence inhibition. Potency, µM (highest dose often 57.5 µM), inactives show at the top dose activity change, negative = inhibition, hits mostly inhibitors. actives 6.9% (n = 360,000). AID 588342;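 further: plate controls were vehicle for no effect and reference inhibitor for full effect; nearly all actives have a fitted effect of over 55% in size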
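Purified P. pyralis luciferase, 10 nM final, with Km-level 10 uM D-luciferin and 10 uM ATP in 50 mM Tris acetate pH 7.5, 10 mM Mg acetate, 0.01% Tween-20, 0.05% BSA; 6-point qHTS titration about 60 µM downward; luminescence read.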
The depositor's hits bear a star; ? = inconclusive; . = not tested or not shown; & = joins results of further samples; [ ] = another dose, or the depositor's remark. Unless noted, the call rests on the fitted dose curve; in most records, active means well fitted curve in the direction sought with a large enough effect; inconclusive means small, poorly fitted or top-dose-only effect, or another doubt; inactive means no such curve, though single readings can be large; an effect the other way counts as inactive or inconclusive. Potency means the concentration at half of the fitted maximal effect. A portion of the library; rates above refer to the full screens.

Below each SMILES – FLuc counter, RORgamma inh, MBNL1 CUG block, NPC1 promoter act, Rab9 promoter act, BRCA1 expr up, uPA generation, ELG1 genotoxic, CXXC DNA block, p53 reactivator, Gal4-VP16 FLuc
COc1ccc([C@H]2CC(=O)C=C(c3c(C)cc(C)cc3C)C2)cc1
 : -1%, ., ., -1%, -6%, -23%, 1%, 1%, ., -5%, .
O=C(CSc1n[nH]c(-c2cccnc2)n1)Nc1ccccc1C(F)(F)F
 : -2%, 1%, 1%, 0%, -37%[inhibitor], 4%, -1%, 0%, 6%, -3%, 10%
Cc1c(/C=C/C(=O)c2ccc(O)cc2)cnn1C
 : 11µM*, 39%, -5%, ?, ?, ?, ?, 21µM*, 6%, ?, -17%
O=C(NCc1ccncc1)C(F)(F)C(F)(F)C(=O)NCc1ccncc1
 : 1%, 24%, 2%, 0%, -1%, -5%, 6%, -1%, -19%, 0%, 5%
Cc1ccc(OCC(=O)NC(C)c2ccccc2)c([N+](=O)[O-])n1 (stereo not given)
 : 0%, -4%, ?, -2%, 1%, -13%, -3%, 7%, -5%, -4%, 4%
CC(C)CN(C(=O)c1ccc(S(=O)(=O)N2CCOCC2)cc1)C1CCS(=O)(=O)C1 (stereo not given)
 : 4%, ., ., -1%, 1%, -17%, 0%, -2%, ., 9%, .
CCc1cccc(CC)c1NC(=O)c1cccc(N)c1
 : 0%, -17%, -2%, 0%, -7%, 1%, -1%, -3%, -4%, -6%, 9%
Clc1ccccc1CSC1=NCCN1
 : 0%, -32%, -4%, 1%, -1%, 0%, -5%, -6%, 34%[activator], -7%, -4%
Cc1ccc2c(c1)c1c(c(=O)n(-c3ccccc3C)c(=O)n1CC(=O)NCC1CCCO1)n2C (stereo not given)
 : 1%&-2%, 1%, ?, 1%, -2%, -5%&-5%, -13%, -4%, 5%, -4%, -3%
COc1cc([N+](=O)[O-])cc2sc(NC(C)=O)nc12
 : 3%, 10%, ?, 1%, 0%, -3%, 10µM*, 0%, 36%[activator], 0%, 0%
Cn1c(SCC(=O)NC2CCCC2)nc2cccnc21
 : 4%, -12%, -10%, 0%, 4%, -3%, -4%, -1%, 1%, -3%, 3%
COc1cc(C2c3c(oc4ccccc4c3=O)C(=O)N2Cc2cccnc2)cc(OC)c1OC (stereo not given)
 : -1%, ?, -1%, -2%, -5%, ., ., 0%, -2%, -2%, 4%
O=C1NCCCC1C(=O)N/N=C/c1cccc(O)c1 (stereo not given)
 : 0%, -13%, ., -1%, -2%, -3%, 11%, 1%, 13%, 6%, 2%
CC(C)(C)NC(=O)CSc1nc(N)cc(=O)[nH]1
 : -2%, -9%, -1%, 0%, 7%, 8%, 1%, 5%, -6%, -1%, 4%
COC(=O)C1=C(C(=O)OC)[C@@H]2N(C)c3ccccc3[C@@]23C[C@@H](C(=O)OC)N(C(=O)c2cc(C)oc2C)C3=N1
 : 0%, -1%, -5%, -3%, -4%, -6%, ?, -5%, 7%, -5%, -3%

Below each SMILES – FLuc counter, RORgamma inh, MBNL1 CUG block, NPC1 promoter act, Rab9 promoter act, BRCA1 expr up, uPA generation, ELG1 genotoxic, CXXC DNA block, p53 reactivator, Gal4-VP16 FLuc
O=C(O)CC(C(=O)OCC1CCCO1)N1CCOCC1 (stereo not given)
 : 4%, -20%, -3%, -4%, -12%, -7%, 0%, -1%, 3%, -17%, -5%
Cc1nn(C)c(Cl)c1S(=O)(=O)N[C@@H](c1ccccc1)[C@]1(C)C[C@H]1[C@@H](C)C(=O)Nc1ccc2ccccc2c1
 : -1%, ?, 19%, -4%, 2%, -58%, -26%, -1%, 28%, -9%, 12%&6%
N#CC1=C2N=C(N)c3c(sc4c3CCCCC4)N2C2=C(C(=O)CCC2)C1c1ccccc1 (stereo not given)
 : 0%, 11µM*, ?, -2%, 17%, -54%, 1%, -1%, -14%, 2%, ?
Cc1ccc2[nH]c3c(=O)n4c(nc3c2c1)SCC4
 : -18%, -9%, 25%, 17%, 19%, -11%, -7%, 8%, -13%, 8%, -14%
O=C(c1ccc(Cl)c([N+](=O)[O-])c1)N1CCN(Cc2ccc3c(c2)OCO3)CC1
 : 0%, 8%, 11%, -5%, 2%, -19%, -7%, -15%, 2%, 23%, 2%
COc1ccc(-c2nnc(SCC(=O)N3CCCCC3)o2)c(OC)c1
 : 0%[2.3 µM], 7%, -4%, 20%, 25%, ?, -1%, ?, 1%, ?, -5%
Cc1cc(Oc2ccc(=O)n(C)n2)nc(SCC(N)=O)n1
 : 3%, 21%, 1%, 11%, -1%, -5%, -7%, 2%, 9%, 3%, 0%
C=CCn1c(=O)[nH]c2cc(C(=O)N3CCN(c4ccc(C(C)=O)cc4)CC3)ccc2c1=O
 : 0%, 1%, 9%, 1%, -10%, -67%, ., -4%, 6%, 0%, ?
CC(=O)NC(=O)c1cnn(-c2ccccc2)c1N
 : 3%, -10%, ., -2%, 2%, 14%, -12%, 0%, -2%, 4%, -1%
O=S(=O)(NCc1cn2ccccc2n1)c1ccccc1F
 : -13%, 4%, -1%, -4%, 9%, 25%, 1%, 4%, -8%, 8%, -2%
COc1cc2ccccc2cc1C(=O)N(CCN(C)C)c1nc2ccc(C)cc2s1
 : 2%, -22%, -2%, -4%, -13%, 0%, -12%, -1%, 4%, 6%, -11%
O=C(Cc1ccccc1)Nc1nccs1
 : -1%, -16%, -8%, 1%, 3%, -17%, 12%, 0%, -4%, ., 28%
CCCc1nn(C)c(C(N)=O)c1[N+](=O)[O-]
 : 5%, -16%, 10%, 1%, 1%, 0%, 3%, 11%, -8%, -2%, -4%
Cc1nc2c(-c3ccccc3)c(C)nn2c(C)c1CCC(=O)NCc1ccco1
 : 2%, -40%, 5%, 2%, -2%, -30%, 5%, -8%, -3%, -12%, -7%
COc1ccc(/C=N/NC(=O)c2cccnc2)cc1CSc1ccccn1
 : ?, -4%, ?, -12%, -23%, -8%, -20%, 1%, -2%, 6%, 7%

uPA generation: hit marks shown above
Compound | RORgamma inh | NPC1 promoter act | uPA generation | CXXC DNA block | p53 reactivator
COc1cc([N+](=O)[O-])cc2sc(NC(C)=O)nc12 | 10% | 1% | 10µM* | 36%[activator] | 0%

Part of the list above, as a markdown table.
| compound | FLuc counter | RORgamma inh | MBNL1 CUG block | NPC1 promoter act | Rab9 promoter act | BRCA1 expr up | uPA generation | ELG1 genotoxic | CXXC DNA block | p53 reactivator | Gal4-VP16 FLuc |
| --- | --- | --- | --- | --- | --- | --- | --- | --- | --- | --- | --- |
| COc1ccc(-c2nnc(SCC(=O)N3CCCCC3)o2)c(OC)c1 | 0%[2.3 µM] | 7% | -4% | 20% | 25% | ? | -1% | ? | 1% | ? | -5% |
| Cc1nn(C)c(Cl)c1S(=O)(=O)N[C@@H](c1ccccc1)[C@]1(C)C[C@H]1[C@@H](C)C(=O)Nc1ccc2ccccc2c1 | -1% | ? | 19% | -4% | 2% | -58% | -26% | -1% | 28% | -9% | 12%&6% |

(continued)
Below each SMILES – FLuc counter, RORgamma inh, MBNL1 CUG block, NPC1 promoter act, Rab9 promoter act, BRCA1 expr up, uPA generation, ELG1 genotoxic, CXXC DNA block, p53 reactivator, Gal4-VP16 FLuc
O=[N+]([O-])c1cncc([N+](=O)[O-])c1Nc1ccccc1Cl
 : -1%, -33%, ?, -1%, 0%, -23%, -7%, -7%, -2%, 3%, -14%
CC(C)(C)OC(=O)N1CCN(c2ccc(NC(=O)c3ccco3)cc2)CC1
 : -4%, 7%, -3%, 4%, 14%, 11%, 1%, -8%, -4%, 12%, -5%
Cc1ccc(/C=N/NC(=O)CC(=O)NCc2cccnc2)cc1
 : 0%, -3%, -8%, 0%, -7%, -6%, 4%, 1%, -4%, -19%, -3%
Cc1nn2c(N3CCOCC3)cc(C(C)C)nc2c1-c1ccccc1
 : 3%, 7%, -5%, 2%, 0%, 0%, ?, -5%, 10%, 2%, 4%
COc1ccc(C(=O)C[n+]2ccc3c(c2)nnn3-c2ccccc2)cc1
 : 3%, 1%, ?, -1%, -2%, 16%, -2%, -1%, 9%, 13%, 3%[10 µM]
O=C(Nc1ccncc1)c1ccc(Cl)c([N+](=O)[O-])c1
 : -2%, -5%, ?, 2%, -5%, -33%, -15%, -7%, -15%, 12%, -2%
C=CCc1cccc(/C=N/c2ncccc2O)c1O
 : -1%[2.3 µM], -32%, ?, -3%, -1%, 2%, -13%, -2%, 6%, -3%, 2%
